L929 necroptosis: inhibitors of zVAD-triggered necroptosis, primary screen, L929 cells; L929 zVAD necroptosis rescue, ATP luminescence, 24 h; with zVAD 60 µM; viability rescue, % at 10 µM; 220,000 tested, 0.38% active; AID 1377, 2008;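 active means activation, scaled between plate controls, above about 75%, limit read from the data; inactive means activation under that limit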;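 further: 0% = zVAD with DMSO and 100% = DMSO alone without zVAD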
EBV gp42 block: Epstein-Barr virus gp42 inhibitors, primary screen, biochemical, uHTS, fluorescence polarization; Fluorescence polarization binding assay, mP read-out; inhibition, % (tested at 21.74 µM); 220,000 tested, 0.42% active; in the data active means inhibition above about 50%
TNF necrop inh: inhibitors of TNF-alpha triggered necroptosis, primary screen, cell-based, Jurkat FADD-/-, single concentration. AID 463075, 2010. activation (protection from cell death), % at 10 µM. 220,000 tested, 0.068% active. Jurkat FADD-/- TNF necroptosis rescue, ATP luminescence, 24 h; 0 = TNF only, 100 = no-TNF cells;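 active means activation, meaning protection from cell death, of at least 50% relative to plate controls; inactive means activation below 50%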;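 further: necroptosis triggered by 40 ng/mL TNF-alpha added together with compound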
m-calpain inh: inhibitors of pig calpain II, primary screen, biochemical, fluorogenic peptide substrate, 1536-well | purified calpain II, 30 min | inhibition, % at 16 µM | 220,000 tested, 0.37% active | AID 1236, 2008;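 active means inhibition above about 50%, limit read from the data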
eIF4E 4G PPI: eIF4E–eIF4G protein interaction inhibitors, primary screen, biochemical, uHTS, TR-FRET, eIF4GI fragment; Eukaryotic translation initiation factor 4E (Mus musculus) + Eukaryotic translation …; TR-FRET eIF4E-eIF4GI(517-606) binding, 2 h; inhibition, % at 21.7 µM; 220,000 tested, 0.37% active; AID 782, 2007;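 active means inhibition above about 30%, limit read from the data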;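 further: 0% = full FRET control wells and 100% = background wells lacking eIF4GI fragment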
PERK inh: block of dimerizer-induced PERK translation repression, primary screen, PERK inhibitor project, CHO PERK-DD cells, SEAP luminescence, HTS; inhibition, % at 5.6 µM; Eukaryotic translation initiation factor 2-alpha kinase 3 (Homo sapiens), Q9NZJ5; CHO PERK-DD fusion, SEAP luminescence translation reporter; 220,000 tested, 0.17% active;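 active means inhibition above the mean inhibition of all tested compounds plus 3 SD, set separately per screening campaign, cut at about 2.9% in these data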;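 further: PERK kinase domain activated by AP20187 dimerizer at 100 nM; 0% = DMSO with dimerizer and 100% = rapamycin at 8.4 µM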
Target sequence (Q9NZJ5 whole entry, looked up, the tested form may be a part): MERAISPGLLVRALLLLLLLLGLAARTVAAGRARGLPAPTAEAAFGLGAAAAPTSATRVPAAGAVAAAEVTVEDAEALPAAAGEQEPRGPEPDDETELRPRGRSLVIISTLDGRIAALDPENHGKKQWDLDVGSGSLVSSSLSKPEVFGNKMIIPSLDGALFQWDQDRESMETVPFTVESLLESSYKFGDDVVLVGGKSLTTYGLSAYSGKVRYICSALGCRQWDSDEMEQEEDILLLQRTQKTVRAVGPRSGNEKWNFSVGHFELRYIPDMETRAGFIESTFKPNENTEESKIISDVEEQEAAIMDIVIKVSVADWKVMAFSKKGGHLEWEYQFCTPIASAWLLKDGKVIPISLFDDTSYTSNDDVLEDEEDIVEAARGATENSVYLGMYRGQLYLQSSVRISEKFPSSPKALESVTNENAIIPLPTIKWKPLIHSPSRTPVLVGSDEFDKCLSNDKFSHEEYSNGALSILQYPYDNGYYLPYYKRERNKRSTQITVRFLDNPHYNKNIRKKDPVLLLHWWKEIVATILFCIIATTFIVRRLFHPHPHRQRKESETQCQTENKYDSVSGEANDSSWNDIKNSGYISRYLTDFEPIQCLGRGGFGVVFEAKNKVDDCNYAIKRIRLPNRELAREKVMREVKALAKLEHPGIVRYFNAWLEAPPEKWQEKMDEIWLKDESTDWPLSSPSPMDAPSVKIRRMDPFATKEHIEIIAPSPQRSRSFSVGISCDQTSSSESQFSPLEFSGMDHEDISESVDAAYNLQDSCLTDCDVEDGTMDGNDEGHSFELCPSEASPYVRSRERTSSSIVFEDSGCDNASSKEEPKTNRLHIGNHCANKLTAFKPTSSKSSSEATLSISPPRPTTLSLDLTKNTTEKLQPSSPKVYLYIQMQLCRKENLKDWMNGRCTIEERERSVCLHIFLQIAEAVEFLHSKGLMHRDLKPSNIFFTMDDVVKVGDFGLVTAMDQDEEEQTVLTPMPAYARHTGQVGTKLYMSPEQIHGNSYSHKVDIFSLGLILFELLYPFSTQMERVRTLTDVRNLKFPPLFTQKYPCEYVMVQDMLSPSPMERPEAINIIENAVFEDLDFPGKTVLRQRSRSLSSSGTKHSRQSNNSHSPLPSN
Rad51 HR inh: human RAD51 strand exchange inhibitors, primary screen, biochemical, fluorescence | AID 1385, 2008 | DNA repair protein RAD51 homolog 1 (Homo sapiens), Q06609 | inhibition, % at 10 µM | 200,000 tested, 0.085% active | hRad51 DNA strand exchange, fluorescence dequenching;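 active means inhibition above 40% at the single screening dose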;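 further: 0% = DMSO control wells and 100% = blanks with heterologous ssDNA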
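Material: human Rad51–ssDNA filaments; Probe or stimulus: labelled 47-mer dsDNA for strand exchange; Doses: single 10 µM dose; Incubation: 37 °C 15-min filament assembly, 30-min compound preincubation, 15-min exchange; Technique: FRET fluorescence dequenching, excitation 485 nm, emission 520 nm; Measure: Fluorescence-based percent inhibition, control- and blank-normalised; Benchmarks: plate control and blank wells.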
Cl transport mod: KCC2 cotransporter modulators, thallium flux, primary screen, cell-based, HEK293 KCC2, FluoZin-2 fluorescence, MLSMR. Solute carrier family 12 member 5 (Homo sapiens), Q9H2X9. KCC2 cells, thallium flux FluoZin-2 fluorescence. B-score of Tl+ flux slope (higher = more flux/activation; lower = inhibition) at 10 µM. 190,000 tested, 2.2% active;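 active means thallium flux slope and its plate-corrected score both differing from the plate sample mean at a set confidence after two filtering rounds, in either direction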;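 further: slope of fluorescence scaled to starting intensity during 10 to 20 s after thallium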
MDM2 E3 inh: MDM2-luciferase reporter signal enhancers, primary screen, MDM2 E3 ligase inhibitor project, cell-based, luminescence, 1536-well | E3 ubiquitin-protein ligase Mdm2 (Homo sapiens), Q00987 | cell-based MDM2 ubiquitination luciferase reporter, 2 h; 0 = plate control, 100 = twice control, blank-subtracted | signal enhancement, % at 5 µM | 210,000 tested, 0.11% active | AID 1230, 2008;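 active means signal enhancement of 30% or more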;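 further: luminescence tracks abundance of the self-degrading MDM2-luciferase fusion protein; higher signal means inhibition of MDM2 E3 ligase activity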
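system = mammalian cells stably expressing self-ubiquitinating, self-degrading MDM2 E3–luciferase fusion | quantity = 2000 cells per well seeded | incubation = 4 h cell settling then 2 h compound exposure, 37 °C | signal = SteadyLite luminescence, 15 min reagent step | benchmarks = plate control and blank wells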
The depositor's hits bear a star; i = inactive; x = no result given; & = joins results of further samples; [ ] = another dose, or the depositor's remark.

canonical_smiles	L929 necroptosis	EBV gp42 block	TNF necrop inh	m-calpain inh	eIF4E 4G PPI	PERK inh	Rad51 HR inh	Cl transport mod	MDM2 E3 inh
CCOP(=S)(OCC)SCC(=O)NC(C)(CC)C(=O)O (configuration not stated)	0.6	-32	0.6	5	-8	0.7	-1	0.069	-10
COC(=O)c1c(C)n(Cc2ccco2)c2ccc(O)cc12	0.2	-4	-2.9	-28	-7	-0.5	-4	0.094	-16
CC(C)CCC1(CN2CCCC2=O)C(=O)NC(=O)NC1=O	0.3	-17	-0.6	17	2	0.6	-11	-0.1	4
COc1ccc(/C=C/C2=CCN(C)CC2)cc1	9.6	0	3.4	-28	-2	-0.1	-4	0.91	-5
C=CCN1C(=O)/C(=C\c2ccc(N3CCOCC3)o2)C(=O)NC1=S	0.4	-268	-1.9	-14	2[fluorescence artefact?]	0.5	x	-2.1	7
Cc1ccc(-c2cc(C(F)F)n3ncc(C(=O)N4CCC5(CC4)OCCO5)c3n2)cc1	1.9	13	-4.0	-436	10	-2.9	6	x	-13
O=C1OCCC1NC1=NCCC1 (configuration not stated)	-0.6	-5	-1.4	7	-5	1.2	4	x	-1
Cc1c(C(=O)N2CCC3(CC2)OCCO3)sc2ncnc(N3CCc4ccccc4C3)c12	0.1	1	-0.2	4	-3	-0.8	2	-1.4	-14
CN(C)CC1CSCCC1(O)c1ccccc1Cl (configuration not stated)	-0.2	-13	0.2	22	-6[fluorescence artefact?]	0.5	-1	1.8	-6
CC(=NCc1ccco1)c1c(O)n(-c2ccccc2)c(=O)[nH]c1=O	-0.1	-27	0.6	-29	-6	0.0	6	-0.2	-14
Cc1ccccc1N1C(=O)NC(=O)/C(=C\c2cc(Br)c(N3CCOCC3)o2)C1=O	-1.0	-315	-8.9	-7	5	1.0	-170	i	-1
Nc1ccc(S(=O)(=O)N2CC3CC(C2)c2cccc(=O)n2C3)cc1 (configuration not stated)	-0.2	-20	-1.0	-13	5	1.1	-2	1.5	-32
Cc1ccc(N)c(C(=O)c2ccc(Br)cc2)c1	5.6	-2	-1.0	-2	2	0.1	8	-0.12	-6
CN1CCC(N(C)Cc2cccnc2)CC1	-0.5	-22	-0.1	-19	-5	1.0	x	-0.43	7
CCc1ccc(NP(=O)(Oc2ccccc2F)Oc2ccccc2F)cc1	2.3	-1	0.8	29	4	0.7	-5	0.43	-6
COc1ccc(CN2C(=O)NC(=O)/C(=C\c3ccco3)C2=O)cc1	0.9	-11	0.4	-27	19	0.4	-19	-0.14	-9
C[C@H]1OC[C@@H](C[N+](C)(C)C)O1	2.0	-50	-0.7	12	-2	1.0	1	1.7	x
O=C(C1c2ccccc2C(=O)N2CCc3ccccc3C12)N1CCC2(CC1)OCCO2 (configuration not stated)	-0.3	-7	-1.8	15	0	0.3	0	x	4
Cc1nn(Cc2ccccc2Cl)c(Cl)c1C(=O)OC(C(=O)NC(N)=O)C(C)C (configuration not stated)	0.9	-17	0.1	0	22	0.0	-2	-0.082	2
CNC(=O)Oc1ccc(-c2cn3cc(Cl)ccc3n2)cc1	0.2	-6	2.1	-33	1[fluorescence artefact?]	0.5	-6	-2.3	-20
Cc1ccccc1-n1c(O)c(C(c2ccncc2)c2c(O)n(-c3ccccc3C)c(=O)[nH]c2=O)c(=O)[nH]c1=O	0.0&0.6	-3&-9	2.7&2.5	-17&-18	2&-1	1.9&0.5	-14&-1	-0.0017&-0.65	-12&-9
COC(=O)C(O)(c1ccc(N=Cc2ccccc2O)c(C)c1)C(F)(F)F (configuration not stated)	-0.1	-4	0.8	2	3	1.3	3	-0.72	-2
Cc1cc(/C=C2/C(=O)NC(=O)N(c3ccccc3)C2=O)c(C)n1-c1ccc(F)cc1	-0.3	x	-3.0	x	x	0.5	-1	1.2	x
CC1(C)N(O)C2CCCCC2N1O (configuration not stated)	-0.1	-15	-2.8	-13	-1	1.3	14	-0.59	-5
Cc1cc(N2CCCC2)ccc1C=C(C#N)C#N	-0.6	85*	-0.8	23	-3	0.0	-99	-0.93	-82
OC1/C(=C/c2ccc(Cl)cc2Cl)N2CCC1CC2 (configuration not stated)	-0.1	-12	1.2	11	1	0.4	x	-0.47	-16
CC(NCc1ccccc1Cl)C(O)c1ccccc1 (configuration not stated)	0.1	-1	-0.5	8	0	0.2	-6	x	-10
CC(=O)c1c(C)n(C2CCCCC2)c2ccc(O)cc12	1.5	3	0.1	23	-2	0.2	-3	-0.012	-23
COc1ccc(-c2nn(CCC#N)cc2C(=O)O)cc1	2.1	3	0.2	-20	-6	-0.4	2	0.12	6
Cc1nc2c(=O)n(C)c(=O)nc-2n(C)n1	-1.4	-7	-17	26	2[fluorescence artefact?]	-1.2	x	-0.067	-9
Cn1c(O)c(C(=Nc2ccc(F)cc2)c2ccccc2Cl)c(=O)n(C)c1=O	-0.4	-9	-2.1	-9	1	0.9	2	0.042	-4
COc1ccccc1-n1c(-c2cccs2)nc2ccccc2c1=O	0.5	-8	0.3	13	3	0.7	x	x	-11
CCOc1cccc(OCC)c2c(C)[n+](CC3CCCO3)c(C)c1-2 (configuration not stated)	-0.9	9	-2.9	-120	8[fluorescence artefact?]	1.5	-4	-1.2	-4
CN(C)c1ccc(-[n+]2c(-c3ccccc3)cc(-c3ccccc3)cc2-c2ccccc2)cc1	3.1	-5	-8.4	4	-8	0.4	12	-0.86	-59
CSc1ncc(/C=C2/C(=O)NC(=O)N(C3CCCCC3)C2=O)cn1	-0.2	-39	-3.0	12	5	-0.8	-4	x	6
CCCCC(CC)CNCC(O)c1ccccc1 (configuration not stated)	-0.9	-2	1.4	8	1	-0.9	-10	1.3	-88
CCCCn1c(O)c(C(C)=NCCCN(C)C)c(=O)[nH]c1=O	1.7	-3	1.0	-6	5	1.1	-7	x	-28
Cc1nc2ccccc2c(=O)n1-c1cc(F)ccc1F	1.5	-13	0.6	-12	-7	0.7	2	0.11	-2
CSc1ccccc1C(=O)C1CCCN(Cc2ccncc2)C1 (configuration not stated)	-0.4	-5	2.4	-4	0	1.5	7	x	0
CNC(=O)O/N=C/c1nn(C(=O)C(C)(C)C)cc1Br	1.1	-4	4.1	-5	2	3.2*	22	x	-3

(continued)
compound,L929 necroptosis,EBV gp42 block,TNF necrop inh,m-calpain inh,eIF4E 4G PPI,PERK inh,Rad51 HR inh,Cl transport mod,MDM2 E3 inh
COc1ccc(N=Cc2c(O)n(Cc3ccccc3)c(=S)[nH]c2=O)c(OC)c1,0.3,90*,-12,-149,7,0.9,-29,0.48,-9
CCOP(=O)(OCC)c1ccc(OP(=O)(c2cccc([N+](=O)[O-])c2)c2cccc([N+](=O)[O-])c2)cc1,0.0,2,0.8,-19,1,0.3,0,-0.58,-15
CCc1ccc(C(=O)C23CN4CN(CN(C4)C2)C3)cc1,0.3,-6,-1.1,-17,1[fluorescence artefact?],0.0,8,-0.13,-3
CC(C)[C@H]1C(=O)N2CCC[C@H]2[C@]2(O)O[C@](NC(=O)[C@@H]3C=C4c5cccc6[nH]cc(c56)C[C@H]4N(C)C3)(C(C)C)C(=O)N12,-1.6,112*,-6.4,-124,6,0.5,-132,-0.27,x
Cn1c(O)c(C=NCCN2CCOCC2)c(=O)[nH]c1=S,-0.4,-14,1.9,7,-12,0.9,5,-0.2,x
O=[N+]([O-])c1ccc(N2CCNCC2)cc1NCC1CCCO1 (configuration not stated),-0.3,-8,-2.8,-9,-7,-0.7,-5,-0.81,-12
O=c1[nH]c(=O)n(Cc2ccco2)c(O)c1C=NCc1cccs1,0.2,-9,-0.4,-20,-1,-1.0,-4,x,-10

Another view of 4 compounds above.
Under each structure: L929 necroptosis, EBV gp42 block, TNF necrop inh, m-calpain inh, eIF4E 4G PPI, PERK inh, Rad51 HR inh, Cl transport mod, MDM2 E3 inh
- CC(C)[C@H]1C(=O)N2CCC[C@H]2[C@]2(O)O[C@](NC(=O)[C@@H]3C=C4c5cccc6[nH]cc(c56)C[C@H]4N(C)C3)(C(C)C)C(=O)N12
 : -1.6, 112*, -6.4, -124, 6, 0.5, -132, -0.27, x
- Cn1c(O)c(C=NCCN2CCOCC2)c(=O)[nH]c1=S
 : -0.4, -14, 1.9, 7, -12, 0.9, 5, -0.2, x
- O=[N+]([O-])c1ccc(N2CCNCC2)cc1NCC1CCCO1 (configuration not stated)
 : -0.3, -8, -2.8, -9, -7, -0.7, -5, -0.81, -12
- O=c1[nH]c(=O)n(Cc2ccco2)c(O)c1C=NCc1cccs1
 : 0.2, -9, -0.4, -20, -1, -1.0, -4, x, -10

Screens deposited in PubChem by several laboratories.

These rows are one share of the data; rates above refer to the full screens.
